# ASAP1 GAP inh: inhibitors of human ASAP1 ArfGAP activity, primary screen, biochemical, fluorescence polarization; Arf-GAP with SH3 domain, ANK repeat and PH domain-containing protein 1 (Homo sapiens), …; ASAP1-stimulated ARF1 GTP hydrolysis, GDP FP detection; inhibition, % at 16.5 µM; hit rate 0.19% among 360,000; in the data active = inhibition above about 25%;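 also: 0% = vehicle with enzyme and substrate and 100% = no enzyme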
# Tn7 DDE FP: inhibitors of Tn7 peptide binding to fibrin DD(E), primary screen, biochemical, fluorescence polarization, human fibrin, Tn7 probe. FP displacement of FITC-Tn7 peptide from fibrin DD(E); 0% = median of compound wells per plate. Fibrinogen beta chain (Homo sapiens), P02675. inhibition, % at 8.3 µM. hit rate 0.13% among 370,000. AID 720508, 2013;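 active = inhibition above the mean of compounds falling within the control limits plus 3 SD of them, cut at about 14% in these data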;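 also: 0% = plate median of compound wells and 100% = 10 µM Aha-Tn7 peptide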
#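 system = human fibrin DD(E) protein | quantity = DD(E) 2 µM final | medium = Tris/NaCl/CaCl2 buffer, pH 7.8 | also added = labelled Tn7 tracer, 0.1 µM | compound dosing = single point at 8.3 µM | timing = compound with protein 10 min, then 3 h after probe, room temperature | signal = FP measurement | benchmarks = Aha-Tn7 high control | repeats = one replicate per compound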
# MBD2 inh: inhibitors of MBD2 binding to methylated DNA, primary screen, biochemical, TR-FRET, DNA-binding domain, human. Methyl-CpG-binding domain protein 2 (Homo sapiens), Q9UBB5. inhibition, % at 4.4 µM. hit rate 0.31% among 370,000. MBD2 binding to methylated oligonucleotide; in the data active = inhibition above about 13%
# PLCb3 inh: human PLC-beta3 inhibitors, primary screen, biochemical, fluorescence; Purified PLC-beta3, fluorogenic substrate; 1-phosphatidylinositol 4,5-bisphosphate phosphodiesterase beta-3 (Homo sapiens), Q01970; inhibition, % at 12.2 µM; hit rate 0.18% among 370,000; AID 720704, 2013; in the data active = inhibition above about 11%;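 also: 0% = median of compound wells on plate and 100% = full blocker control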
# UHRF1 binding: UHRF1 methylated DNA binding inhibitors, primary screen, counter-screen for MBD2 inhibitor project, biochemical, TR-FRET, human UHRF1, single concentration. UHRF1 binding to methylated oligo. inhibition, % at 4.4 µM. hit rate 0.75% among 370,000; in the data active = inhibition above about 21%;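 also: UHRF1 SRA domain binding a hemimethylated CpG hairpin DNA probe; 0% = median of test compound wells and 100% = reference inhibitor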
# DDE Tn6 FP inh: inhibitors of Tn6 peptide binding to fibrin DD(E), primary screen, biochemical, fluorescence polarization, human fibrin, Tn6 probe | Fibrin DD(E) TRITC-Tn6 fluorescence polarization displacement | inhibition, % at 8.3 µM | hit rate 0.21% among 370,000;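 active = inhibition above a per-campaign cutoff: mean of compounds within control limits plus 3 SD, cut at about 15% in these data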;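 also: 0% = median of all compound wells on the plate and 100% = blocking peptide control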
# KLK7 zymogen act: proKLK7 zymogen activators, primary screen, biochemical, fluorescence intensity; purified proKLK7, EDANS-DABCYL substrate fluorescence; 100% is mature enzyme control, 0% vehicle; activation, % at 7 µM; hit rate 0.9% among 370,000;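 active = activation above the mean of all tested compounds plus 3 SD, computed per campaign excluding outliers beyond control limits, cut at about 13% in these data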
# PLCg1 inh: PLC-gamma1 enzyme inhibitors, primary screen, biochemical, fluorescence, purified enzyme | fluorogenic substrate | 1-phosphatidylinositol 4,5-bisphosphate phosphodiesterase gamma-1 (Homo sapiens), P19174 | AID 720700, 2013 | inhibition, % at 12.2 µM | hit rate 0.84% among 370,000; in the data active = inhibition above about 9.5%
# Target sequence (P19174 whole entry, looked up): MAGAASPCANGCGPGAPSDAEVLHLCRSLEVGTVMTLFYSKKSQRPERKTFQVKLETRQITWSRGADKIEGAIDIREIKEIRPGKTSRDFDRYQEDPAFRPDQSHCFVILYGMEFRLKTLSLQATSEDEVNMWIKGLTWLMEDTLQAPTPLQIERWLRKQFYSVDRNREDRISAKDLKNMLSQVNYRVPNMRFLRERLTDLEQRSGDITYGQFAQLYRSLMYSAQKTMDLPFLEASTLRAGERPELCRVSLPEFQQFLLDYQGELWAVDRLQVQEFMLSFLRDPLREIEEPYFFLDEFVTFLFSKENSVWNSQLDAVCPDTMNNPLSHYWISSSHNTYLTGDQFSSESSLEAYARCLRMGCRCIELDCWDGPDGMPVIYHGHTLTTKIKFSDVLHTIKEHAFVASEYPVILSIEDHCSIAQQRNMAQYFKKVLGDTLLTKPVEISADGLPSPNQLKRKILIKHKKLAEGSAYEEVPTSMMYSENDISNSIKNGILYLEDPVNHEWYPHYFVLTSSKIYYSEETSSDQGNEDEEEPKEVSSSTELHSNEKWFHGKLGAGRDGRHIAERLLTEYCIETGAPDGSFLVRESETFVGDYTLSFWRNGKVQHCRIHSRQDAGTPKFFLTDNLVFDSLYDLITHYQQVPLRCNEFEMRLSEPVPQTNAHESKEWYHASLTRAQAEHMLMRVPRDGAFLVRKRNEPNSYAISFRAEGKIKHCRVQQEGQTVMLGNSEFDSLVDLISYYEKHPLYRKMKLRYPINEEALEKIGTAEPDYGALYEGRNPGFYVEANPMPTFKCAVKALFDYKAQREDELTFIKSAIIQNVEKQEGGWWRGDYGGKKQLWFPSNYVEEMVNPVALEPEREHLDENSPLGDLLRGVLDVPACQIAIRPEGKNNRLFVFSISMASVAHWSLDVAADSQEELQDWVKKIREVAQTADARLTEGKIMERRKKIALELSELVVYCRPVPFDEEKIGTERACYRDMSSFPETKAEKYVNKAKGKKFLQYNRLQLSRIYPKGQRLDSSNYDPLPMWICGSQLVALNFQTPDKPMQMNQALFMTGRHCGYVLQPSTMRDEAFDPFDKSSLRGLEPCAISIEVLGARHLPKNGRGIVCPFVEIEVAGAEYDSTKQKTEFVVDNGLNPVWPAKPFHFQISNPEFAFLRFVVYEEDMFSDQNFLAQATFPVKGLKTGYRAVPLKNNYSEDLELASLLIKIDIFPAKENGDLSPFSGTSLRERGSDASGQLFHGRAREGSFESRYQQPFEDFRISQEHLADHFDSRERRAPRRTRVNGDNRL
# ADAM17 inh: ADAM17 inhibitors, primary screen, biochemical, QFRET; Disintegrin and metalloproteinase domain-containing protein 17 (Homo sapiens), P78536; inhibition, % at 6.95 µM; hit rate 0.83% among 370,000; recombinant ADAM17, EDANS/DABCYL FRET peptide cleavage;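 active = inhibition above the mean of compounds lying between control limits plus 3 SD, set per campaign, cut at about 8.5% in these data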;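 also: 0% = DMSO-only wells as the low control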
# ARFGAP1 inh: inhibitors of rat ARFGAP1 GAP activity, primary screen, biochemical, fluorescence polarization, GDP tracer; ADP-ribosylation factor GTPase-activating protein 1 (Rattus norvegicus), Q62848; Arfgap1-stimulated ARF1 GTP hydrolysis, GDP FP detection; inhibition, % at 16.5 µM; hit rate 0.26% among 360,000;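 active = inhibition above a per-plate limit, mean inhibition of low control wells plus 3 SD, cut at about 25% in these data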;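 also: 0% = DMSO wells with enzyme and 100% = wells lacking Arfgap1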
#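 System: truncated rat Arfgap1 GAP domain / Medium: HEPES-based buffer, pH 7.5 / Also added: N-terminally truncated human ARF1-GTP substrate / Incubation: enzyme reaction 120 min at 25 °C after 20 min preincubation / Measured by: FP of antibody-bound GDP Alexa 633 tracer, ex 620/em 688 nm / Replicates: singlicate, each compound tested once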
# * = called active by the depositor; i = inactive.
SMILES,ASAP1 GAP inh,Tn7 DDE FP,MBD2 inh,PLCb3 inh,UHRF1 binding,DDE Tn6 FP inh,KLK7 zymogen act,PLCg1 inh,ADAM17 inh,ARFGAP1 inh
Cc1ccsc1/C=N/NC(=O)c1ccc2nc[nH]c2c1,-4,1,-3,4,-8,0,0.5,1,-1,4
O=C(COc1ccc(Cl)cc1)Nc1cccc(-c2ccc(N3CCOCC3)nn2)c1,6,2,2,-13,-1,7,-0.1,-6,-4,2
O=C(Nc1scc(-c2ccccc2)c1C(=O)O)c1ccco1,12,-1,-3,-57,-1,-2,0.7,-40,-3,-8
COc1ccc(N2CC(C(=O)Nc3nnc(SCC(=O)NC4CCCC4)s3)CC2=O)cc1 (configuration not stated),0,2,1,-9,1,-1,-0.3,-6,-4,-3
COc1ccc(C=NNC(=O)c2ccccc2NS(=O)(=O)c2cccs2)cc1O,-13,1,-1,-55,-4,-3,-0.8,-45,-3,-9
Cc1nc(-c2ccncc2)nc(NCCNc2ccc(C(F)(F)F)cn2)c1Cl,1,0,3,-2,-4,0,0.2,1,-1,2
O=C(Cc1ccc(Cl)cc1)c1ccc(O)cc1,-10,0,0,-2,0,3,0.0,0,-2,-9
COc1ccc(OCC(=O)NNC(=S)NC(=O)c2ccc(Br)o2)cc1,9,4,4,-10,-1,7,-0.9,-1,-1,5
Cc1cccc(/C=C(\C#N)C(=O)Nc2ccccn2)c1,6,-3,-3,-43,0,0,0.4,-22,-5,7
COc1cc(C(=O)Nc2cccc3c2CCCC3)cc(OC)c1OC,-13,-2,0,-10,0,1,-0.1,2,-1,9
CC(=NN=C(C)c1ccc(O)cc1)c1ccc(O)cc1,-4,2,-3,0,-2,9,-0.8,8,-4,-7
O=C(CNC(=O)c1ccco1)N=Nc1c(O)n(CCc2ccccc2)c2ccccc12,7,-5,-7,-4,-3,-1,-0.3,1,-2,-12
CCC1CCCCN1C/C=C/c1ccccc1[N+](=O)[O-] (configuration not stated),2,-9,-3,7,1,-6,0.4,0,-1,15
Cc1ccc(-c2cn(-c3ccc(SC(F)F)cc3)c3[n+]2CCC3)cc1,-3,-8,-5,5,-1,10,0.1,4,-1,-1
O=c1[nH]c(=S)c2c(n1-c1ccccc1)CCC2,-19,0,-3,3,6,-5,2.5,1,6,-7
CC(CNC(=O)Cn1ccc(NC(=O)OCc2ccccc2)nc1=O)c1ccccc1 (configuration not stated),-5,-4,0,3,3,0,0.7,4,2,5
O=C(O)c1[nH]c2ccccc2c1-c1ccccc1,11,-4,2,-8,0,-2,-0.2,-6,-11,0
CCOC(=O)c1[nH]c(C)c(C(=O)Nc2ccc(F)cc2)c1C,7,-2,2,-2,-3,-6,0.5,3,-1,-11
O=C(Nc1cc2c(=O)n(-c3ccc(Oc4ccccc4)cc3)ccc2oc1=O)c1ccccc1,5,2,5,-2,-1,0,-0.1,0,-6,3
CCCCOC(=O)NC(NCC(O)c1ccccc1)(C(F)(F)F)C(F)(F)F (configuration not stated),5,-7,3,-2,2,-2,0.4,-1,-1,31*
CC1(C)CC(=Cc2ccccc2[N+](=O)[O-])C(=O)c2ccccc21,-8,-5,-4,5,0,5,0.0,2,-3,-4
S=C(NC1CC1)N1CCN(c2ccc(Cl)cc2)CC1,-21,0,3,-2,4,-6,-0.1,-2,1,2
O=C(Cc1ccccc1[N+](=O)[O-])NCC(=O)c1ccc2c(c1)OCO2,-6,0,-2,5,-3,10,0.1,0,3,0
Cn1cc(S(=O)(=O)Oc2ccccc2)c(=O)n(C)c1=O,-18,2,4,-7,28*,-1,-0.5,1,-4,5
CCN(CC)c1ccc(CNC23CN4CN(CN(C4)C2)C3)cc1,4,3,3,10,4,-3,-0.1,1,6,8
Cc1ccc(C)n1NC(=O)c1ccc(Cl)cc1Cl,-4,-1,1,-7,-1,-5,0.4,-5,-5,0
O=C(CN1CCN(S(=O)(=O)c2ccccc2)CC1)NC(=O)NC1CCCCC1,2,-2,9,0,20,-5,-0.3,-1,-5,6
O=C(CN(C(=O)c1csnn1)c1ccc(F)c(Cl)c1)NCc1ccccc1,-3,10,3,1,-1,1,-0.2,-2,-1,4
CCOc1ccccc1N1CCN(C(=S)Nc2ccc(S(N)(=O)=O)cc2)CC1,-7,-4,0,3,-2,1,-0.5,2,1,5
N#C/C(=C/c1cccs1)c1ccccn1,1,-1,1,-9,-1,4,0.4,-2,-12,-5

# Reformatted: 5 of the compounds above
# Every second line gives: ASAP1 GAP inh | Tn7 DDE FP | MBD2 inh | PLCb3 inh | UHRF1 binding | DDE Tn6 FP inh | KLK7 zymogen act | PLCg1 inh | ADAM17 inh | ARFGAP1 inh
> COc1ccc(N2CC(C(=O)Nc3nnc(SCC(=O)NC4CCCC4)s3)CC2=O)cc1 (configuration not stated)
  0 | 2 | 1 | -9 | 1 | -1 | -0.3 | -6 | -4 | -3
> O=C(CNC(=O)c1ccco1)N=Nc1c(O)n(CCc2ccccc2)c2ccccc12
  7 | -5 | -7 | -4 | -3 | -1 | -0.3 | 1 | -2 | -12
> N#C/C(=C/c1cccs1)c1ccccn1
  1 | -1 | 1 | -9 | -1 | 4 | 0.4 | -2 | -12 | -5
> CCC1CCCCN1C/C=C/c1ccccc1[N+](=O)[O-] (configuration not stated)
  2 | -9 | -3 | 7 | 1 | -6 | 0.4 | 0 | -1 | 15
> CCOc1ccccc1N1CCN(C(=S)Nc2ccc(S(N)(=O)=O)cc2)CC1
  -7 | -4 | 0 | 3 | -2 | 1 | -0.5 | 2 | 1 | 5

# Continued.
SMILES,ASAP1 GAP inh,Tn7 DDE FP,MBD2 inh,PLCb3 inh,UHRF1 binding,DDE Tn6 FP inh,KLK7 zymogen act,PLCg1 inh,ADAM17 inh,ARFGAP1 inh
CC(C)n1c(=O)[nH]c2cc(C(=O)Nc3ccccc3)ccc21,-17,-8,1,0,-1,-4,0.1,1,0,9
O=C(OCC(=O)N1CCCC1)c1ccccc1C(=O)c1ccccc1,5,1,1,-4,0,-4,0.5,2,-2,-1
CC(C)C[C@H]1COc2cc(N(C)CCO)ccc2S(=O)(=O)N1,4,4,-1,1,-1,4,0.2,-2,-2,3
O=C1CC(N2CCOCC2)C(=O)N1CCN1C(=O)CC(N2CCOCC2)C1=O (configuration not stated),11,3,-2,0,2,-1,-0.6,3,-1,1
CCC(C)[C@H](NC(=O)NCc1ccccc1Cl)C(=O)OC (some centres not stated),-10,7,-6,6,-2,-8,0.1,6,2,1
CC1CCCN(CCOCCSc2ccccc2)C1 (configuration not stated),-2,5,4,0,4,-3,-0.5,-1,-2,3
COc1ccc2c(c1)C(=O)N1[C@H]3c4cc(OC)ccc4OC[C@@H]3[C@H](c3ccccc3)[C@]1(C)C(=O)N2,-1,3,-6,-6,-2,1,-4.8,-6,7,0
Cc1ccc2c(O)c(C)c(=O)[nH]c2n1,-11,-1,3,-9,1,-2,0.3,-6,1,-6
Cc1nc2nc(-c3ccccc3)cc(=O)n2[nH]1,5,6,0,-1,-1,0,0.9,-2,-3,-10
c1ccc(CSc2nnc(-c3ccncc3)o2)cc1,7,4,2,-2,-1,8,0.4,-2,-1,0
COc1ccc(NC(=O)CCOc2ccccc2F)cc1S(=O)(=O)N1CCCCC1,-3,1,0,3,0,-8,0.1,1,-2,7
Cc1ccc(OCCNC(=O)c2cc(-n3cnnc3)ccc2Cl)cc1C,-5,-11,-3,0,-2,2,0.4,-1,1,7
OC(CN1CCN(Cc2ccc3c(c2)OCO3)CC1)c1c[nH]c2ccccc12 (configuration not stated),-2,-4,2,0,3,-2,0.2,8,-4,-2
O=C(NCc1ccc2c(c1)OCO2)C1CCC(=O)N1C1CCCCC1 (configuration not stated),2,-3,-1,-7,-2,1,-0.3,-1,-4,-3
COc1ccc(C(=O)Nc2cc(OC)cc3cccnc23)cc1,3,-4,-4,-7,-3,4,0.3,-3,-2,-2
Cc1ccc(/C([O-])=C(/C(=S)NCc2ccccc2)[n+]2cccc(CO)c2)cc1[N+](=O)[O-],-3,-2,-7,-13,-2,-5,-0.1,-9,-2,13
Cc1ccc(-c2cc(NC=O)c3ncc(-c4cccc(C(=O)N(C)C)c4)n3c2)cc1,-2,2,-6,-56,-5,-6,-2.0,-43,-14,13
CC1(C(=O)NS(=O)(=O)c2ccc(C#N)cc2)CCN1C(=O)C1(c2ccccc2)CC1 (configuration not stated),1,-8,-2,-4,4,4,-0.2,2,1,-1
O=C(CCNC(=O)c1ccco1)Nc1ccc(SC(F)F)cc1,8,-8,-6,1,1,-1,0.4,4,0,-1
Cc1ccc2nc(-c3ccc(NC(=S)NCCC(C)C)cc3)sc2c1,-19,7,-4,-33,-1,5,-2.6,-30,-66,7
CCO[C@H]1OC(C(=O)NC2CC2)=C[C@@H](C)[C@@H]1CCCO,2,10,2,1,-3,11,-0.2,0,-4,1
Cc1cccc(C(=O)NNC(=O)c2ccco2)c1,9,4,5,-2,2,0,0.0,1,-3,-3
CCCN(CCC)CCNC(=O)CCC(=O)Nc1ccc2nc(N3CCN(C)CC3)cc(C)c2c1,-4,-4,7,i,3,-2,25*,i,i,10
COc1cccc(C2=CC(=O)CCC2)c1OC,-6,-2,0,3,-3,2,0.3,1,-2,-2
O=C(Cn1cncn1)NCCC(c1ccccc1)c1ccccc1,-2,3,7,-9,0,-2,0.4,-2,-5,-3
Cc1ccc(CNS(=O)(=O)c2cc3c(cc2C)N(C)CCO3)cc1,6,2,-4,-4,-8,3,-0.1,0,3,8
COc1cc(NC(=O)CCN2CC(C)OC(C)C2)cc(OC)c1 (configuration not stated),11,5,1,-5,1,7,-0.1,0,-1,6
O=C(O)CCN1CC2([N+](=O)[O-])CC=C(OCCO)C([N+](=O)[O-])(C1)C2 (configuration not stated),8,-5,0,-2,-3,-1,0.7,1,-3,8
CCC(=O)N1CCN(c2ccc(NC(=S)NC(=O)c3ccc(OC)c([N+](=O)[O-])c3)cc2)CC1,12,-4,3,-3,0,10,1.0,6,0,3
CC12CCC(=O)C=C1CCC1C2C(O)CC2(C)C1CCC21OCC1=O (configuration not stated),1,-3,4,-2,3,2,-0.9,0,-1,10
Fc1ccccc1CSc1ncnc2sc3c(c12)CCCC3,3,4,5,0,0,-5,0.8,-2,-1,9
